Rpn11 inh – blocks the human proteasome subunit Rpn11; O00487; human 26S proteasome, Ub4-pepOG fluorescence polarization; 20S core pre-blocked with epoxomicin; calls only at 20 µM; 0.59% of 360,000 active; AID 588493;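 active means inhibition at 20 µM, scaled to each plate's controls, above about 33%, limit read from the data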
MLLE-PAM2 inh – inhibitors of microRNA-mediated deadenylation, human PABP1 MLLE binding; 0.36% of 360,000 active; GST-MLLE / FITC-PAM2 fluorescence polarization; P11940; inhibition, % at 20 µM; AID 588489; in the data active means inhibition above about 35%, passing the limit was not always enough;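 further: plate controls were DMSO wells with GST-MLLE for no effect and wells lacking GST-MLLE protein for full effect; some results filed as inactive read as strong as hits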
TbMetRS inhib – Trypanosoma brucei MetRS inhibition. purified T. brucei MetRS, ATP depletion, Kinase-Glo luminescence. inhibition, % at 11.9 µM. 0.4% of 360,000 active;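 active means inhibition above a per-plate cutoff of the control wells' mean inhibition plus 3 SD, cut at about 5.5% in these data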;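 further: 0% = DMSO wells median and 100% = median of wells with control inhibitor compound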
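technique = Kinase-Glo luminescence, ATP depletion format | system = purified MetRS (methionyl-tRNA synthetase) enzyme from Trypanosoma brucei | timing = 15 min preincubation, 2 h reaction, all 25 °C | evaluation = percent inhibition versus plate control medians | dosing = single dose, 11.9 µM final nominal, 0.9% final DMSO | also added = substrates ATP, L-methionine and bulk Escherichia coli tRNA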
CSN inh – CSN deneddylation inhibition; Q92905; Purified CSN, SCF-Nedd8-OG deneddylation, fluorescence polarization; inhibition, % at 12.5 µM; 0.38% of 360,000 active; AID 651999;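 active means pattern-corrected inhibition above about 35%, with an unprinted fluorescence ratio check between 0.5 and 1.5, limit read from the data, passing the limit was not always enough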;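 further: 0% = enzyme with substrate and 100% = substrate without enzyme; some results filed as inactive read as strong as hits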
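test system = HEK293T-derived human Csn5 enzyme | amount = 0.24 nM Csn5 enzyme, final concentration | medium = Tris/NaCl/DTT buffer, pH 7.5 | schedule = 90 min reaction at room temperature | signal = FP | evaluation = inhibition of Csn5 cleavage, % | compound dosing = single dose of 12.5 µM compound with 0.25% DMSO | probe or stimulus = 10 nM SCFSkp2-Nedd8OG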
LMPTP inh – blocks human LMPTP phosphatase; P24666; recombinant LMPTP-A, OMFP fluorogenic substrate, fluorescence intensity; inhibition, % at 20 µM; 0.22% of 360,000 active;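 active means compounds that cut the enzyme signal by at least half of the control window in the single-dose screen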;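 further: plate controls were DMSO wells with enzyme plus substrate for no effect and substrate without enzyme for full effect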
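Buffer or medium: Bis-Tris pH 6.0, DTT, detergent; Assay system: LMPTP-A enzyme; Quantity: 0.625 nM enzyme; Detection: endpoint fluorescence intensity; Times: 50 min dark incubation at room temperature; Controls: substrate-only low control, DMSO enzyme-plus-substrate high control; Doses: single 20 µM dose; Read-out: percent inhibition versus substrate-only and uninhibited controls; Reagent: 400 µM OMFP.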
DNMT1 block – DNMT1 (human) enzyme inhibition; DNMT1 molecular beacon, Hinp1I cleavage, fluorescence; inhibition (reported as % activation of signal), % at 10 µM; 0.83% of 360,000 active; AID 588458; in the data active means inhibition above about 50%
STEP inh – STEP (human) phosphatase inhibition; P54829; 0.25% of 360,000 active; recombinant STEP, OMFP fluorogenic substrate, fluorescence; inhibition, % at 20 µM;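 active means inhibition at 20 µM, scaled per plate between control wells, above about 37%, limit read from the data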;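 further: 0% = DMSO with enzyme and substrate and 100% = substrate only without enzyme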
Target sequence (P54829 whole entry, looked up): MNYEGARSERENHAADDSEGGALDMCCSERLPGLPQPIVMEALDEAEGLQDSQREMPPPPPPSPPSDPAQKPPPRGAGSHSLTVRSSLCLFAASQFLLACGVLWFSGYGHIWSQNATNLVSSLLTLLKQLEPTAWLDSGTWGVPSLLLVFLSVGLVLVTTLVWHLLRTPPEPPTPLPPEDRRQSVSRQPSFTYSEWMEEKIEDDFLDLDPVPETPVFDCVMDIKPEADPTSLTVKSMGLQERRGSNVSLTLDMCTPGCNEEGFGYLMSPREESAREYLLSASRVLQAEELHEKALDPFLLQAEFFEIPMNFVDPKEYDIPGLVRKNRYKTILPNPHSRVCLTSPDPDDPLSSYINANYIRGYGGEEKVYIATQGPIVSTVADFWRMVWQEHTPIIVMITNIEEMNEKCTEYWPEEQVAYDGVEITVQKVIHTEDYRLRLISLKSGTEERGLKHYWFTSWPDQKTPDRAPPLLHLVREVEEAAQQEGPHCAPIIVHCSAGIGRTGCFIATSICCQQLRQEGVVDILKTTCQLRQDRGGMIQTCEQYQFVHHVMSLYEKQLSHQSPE
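Test system: STEP tyrosine phosphatase / Reagent: OMFP at 25 µM / Doses: 20 µM, 1% DMSO / Read-out: percent inhibition scaled to no-enzyme and uninhibited-enzyme controls, plate-pattern corrected / Detection: FITC-channel fluorescence of OMFP product / Medium: Bis-Tris buffer pH 6.0, 2.5 mM DTT, 0.005% Tween 20 / Schedule: 20 min at room temperature, dark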
Scp1 inh – blocks human Scp-1 phosphatase activity; Q9GZU7; 0.88% of 340,000 active; Recombinant Scp1, phosphopeptide, malachite green phosphate absorbance; inhibition, % at 20 µM;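 active means inhibition above about 50% at 20 µM, limit read from the data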;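 further: plate controls were DMSO wells with enzyme for no effect and wells lacking enzyme for full effect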
Target sequence (Q9GZU7 76-261 limits assumed): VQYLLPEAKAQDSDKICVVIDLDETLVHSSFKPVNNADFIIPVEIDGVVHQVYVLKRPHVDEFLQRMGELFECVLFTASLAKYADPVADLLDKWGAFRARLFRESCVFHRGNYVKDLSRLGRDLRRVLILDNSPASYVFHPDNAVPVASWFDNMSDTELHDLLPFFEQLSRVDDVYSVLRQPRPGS
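Incubation: 45 min enzyme reaction at room temperature / System: truncated SCP-1 phosphatase (76-261aa) / Reagent: Phospho 17-mer peptide substrate / Buffer or medium: Acidic Tris acetate buffer with magnesium and detergent / Signal: absorbance at 630 nm / Doses: one concentration, 20 µM, with 1.0% DMSO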
SUMO1 PPI mod – modulators of human SUMO1-mediated protein-protein interactions; SUMO1 binding to a labelled peptide, TR-FRET, 1 h; AID 602429; 0.33% of 360,000 active; inhibition, % at 20 µM; in the data active means inhibition above about 37%
NadD block – NadD (S. aureus) enzyme inhibition. purified NadD enzyme, colorimetric absorbance read-out. inhibition, % at 20 µM. 0.78% of 360,000 active. AID 602399; in the data active means inhibition above about 26%; further: some compounds past the cut are filed as inactive
Active calls of the source: *; i = inactive; x = not tested or not shown. Not a hit list. Share with any hit: about 3.6%.

#1 NS(=O)(=O)c1ccc(CNC(=O)c2cc(=O)[nH]c3ccccc23)cc1
#2 Cc1ccc(-n2c(SCC(=O)NCCN3C(=O)CSC3=O)nnc2-c2ccccc2)cc1C
#3 Cc1cc(NC(=O)Cn2ccc([N+](=O)[O-])n2)no1
#4 CCOC(=O)N1CCN(C(=O)Nc2ccccc2Cl)CC1
#5 CC(=O)NS(=O)(=O)c1ccc(NC(=O)c2ccc(-n3nc(C)cc3C)cc2)cc1
#6 CCOC(=O)c1nc(C)n(-c2cc(Cl)cc(Cl)c2)n1
screen / no.	1	2	3	4	5	6
Rpn11 inh	i	i	i	i	i	i
MLLE-PAM2 inh	-4	-5	2	-6	-4	0
TbMetRS inhib	-0.5	0.1	-0.5	-0.2	0.0	-0.1
CSN inh	1	-4	-3	-2	-1	-2
LMPTP inh	0.6	-0.7	0.2	-0.7	0.0	-1.2
DNMT1 block	4	0	2	8	-1	2
STEP inh	-3	-3	14	-1	-2	0
Scp1 inh	-1	-2	0	1	-13	-8
SUMO1 PPI mod	1	-2	-8	-4	9	3
NadD block	-1	1	-5	11	-8	2

Given with each value named: entries from further up
2: Cc1ccc(-n2c(SCC(=O)NCCN3C(=O)CSC3=O)nnc2-c2ccccc2)cc1C
  Rpn11 inh = i; MLLE-PAM2 inh = -5; TbMetRS inhib = 0.1; CSN inh = -4; LMPTP inh = -0.7; DNMT1 block = 0; STEP inh = -3; Scp1 inh = -2; SUMO1 PPI mod = -2; NadD block = 1

3: Cc1cc(NC(=O)Cn2ccc([N+](=O)[O-])n2)no1
  Rpn11 inh = i; MLLE-PAM2 inh = 2; TbMetRS inhib = -0.5; CSN inh = -3; LMPTP inh = 0.2; DNMT1 block = 2; STEP inh = 14; Scp1 inh = 0; SUMO1 PPI mod = -8; NadD block = -5

More records:
#7 O=C(Nc1ccc(-c2cscn2)cc1)C1CCCN(Cc2ccc(CO)o2)C1 (stereo not drawn)
#8 O=C(NCC(=O)N1CCN(c2cccc(Cl)c2)CC1)c1ccc(Br)o1
#9 COc1ccc(CNC(=O)CN(Cc2ccc(OC)cc2)C(=O)CCC(=O)Nc2nccs2)cc1
#10 O=C(CSc1nnc(CNc2ccc(F)cc2)n1Cc1ccco1)NC1CC1
#11 Cc1cccc(C(=O)N2[C@@H](C(C)C)COc3cc(Br)ccc3S2(=O)=O)c1
#12 NS(=O)(=O)c1ccc(Nc2nc(-c3ccc(O)cc3O)cs2)cc1
screen / no.	7	8	9	10	11	12
Rpn11 inh	i	i	i	i	i	i
MLLE-PAM2 inh	-16	3	21	-31	11	31
TbMetRS inhib	-0.6	0.3	-0.1	0.2	-0.9	3.9
CSN inh	2	4	2	4	-1	-1
LMPTP inh	-0.2	0.1	-0.5	1.0	1.6	1.9
DNMT1 block	-1	-1	-1	-6	15	-19
STEP inh	0	1	-2	-1	1	-4
Scp1 inh	4	-2	-12	-3	-11	-14
SUMO1 PPI mod	3	2	5	-3	3	2
NadD block	-6	-3	5	7	-5	0

#13 CCOC(=O)C1=C(N)N2C(=O)C(C)SC2=C(C(=O)OCC)C1c1ccc(O)cc1 (stereo not drawn)
#14 CCOC(=O)Cn1c(=O)c2c(nc3n2CC(C)CN3Cc2ccccc2)n(C)c1=O (stereo not drawn)
#15 Cc1nnc(C)c2c(C)n(-c3ccccc3N)c(C)c12
#16 O=C(NCCN1C(=O)S/C(=C\c2ccc(Cl)cc2)C1=O)C1=COCCO1
#17 COc1cc(NC(=O)c2cc3c(C)nc4ccccc4c3o2)cc(OC)c1OC
#18 C[C@@H]1CN([C@H](C)CO)C(=O)CCCn2nncc2CO[C@H]1CN(C)C(=O)Nc1ccc(N2CCCCC2)cc1
screen / no.	13	14	15	16	17	18
Rpn11 inh	i	i	i	i	i	i
MLLE-PAM2 inh	23	-2	5	-9	-11	-2
TbMetRS inhib	-0.8	0.0	-0.3	-0.3	-1.2	1.1
CSN inh	-2	3	-2	-3	-3	11
LMPTP inh	2.0	-0.1	4.7	-0.6	3.9	-2.5
DNMT1 block	-1	0	-21	-1	11	-3
STEP inh	-2	-3	0	-2	3	1
Scp1 inh	6	2	5	0	-14	x
SUMO1 PPI mod	-1	2	-2	-5	13	0
NadD block	-1	-1	7	1	-5	5

4 of the compounds above, tab-delimited:
no.	SMILES	Rpn11 inh	MLLE-PAM2 inh	TbMetRS inhib	CSN inh	LMPTP inh	DNMT1 block	STEP inh	Scp1 inh	SUMO1 PPI mod	NadD block
13	CCOC(=O)C1=C(N)N2C(=O)C(C)SC2=C(C(=O)OCC)C1c1ccc(O)cc1 (stereo not drawn)	i	23	-0.8	-2	2.0	-1	-2	6	-1	-1
15	Cc1nnc(C)c2c(C)n(-c3ccccc3N)c(C)c12	i	5	-0.3	-2	4.7	-21	0	5	-2	7
16	O=C(NCCN1C(=O)S/C(=C\c2ccc(Cl)cc2)C1=O)C1=COCCO1	i	-9	-0.3	-3	-0.6	-1	-2	0	-5	1
18	C[C@@H]1CN([C@H](C)CO)C(=O)CCCn2nncc2CO[C@H]1CN(C)C(=O)Nc1ccc(N2CCCCC2)cc1	i	-2	1.1	11	-2.5	-3	1	x	0	5

The results go on.
Order of values – Rpn11 inh, MLLE-PAM2 inh, TbMetRS inhib, CSN inh, LMPTP inh, DNMT1 block, STEP inh, Scp1 inh, SUMO1 PPI mod, NadD block
19. COc1ccc(NC(=O)NC2CCCc3ccccc32)cc1 (stereo not drawn)
  i, 12, 0.1, -2, 0.3, 1, -2, 2, 3, -1
20. CCOc1ccc(N2C(=O)c3cccnc3C2Nc2ccc(F)cc2)cc1 (stereo not drawn)
  i, 9, -0.6, 2, -0.7, -6, 52*, -4, 1, 5
21. CCc1c(C(=O)Nc2cc(C)ccc2OC)[nH]c(C)c1C(C)=O
  i, 2, -0.1, -1, 0.7, -3, 0, -4, -3, 0
22. O=C(Cc1ccccc1)N/N=C/c1cc(Br)cs1
  i, -18, 0.4, 1, 0.8, 0, 0, -7, -4, 7
23. CC(=O)NS(=O)(=O)c1ccc2c(c1)C(=O)c1cc(S(=O)(=O)NC(C)=O)ccc1-2
  i, -12, -1.0, 0, 0.1, 1, 0, -4, -9, 2
24. COc1ccccc1Cn1c(=O)oc2ccc(C)cc21
  i, 18, -1.2, -2, -0.2, -2, 0, -2, -1, -3
25. COC(=O)C1=C(C)N(c2ccc(C(=O)OC)cc2)C(=O)C1
  i, -5, -1.9, 1, -0.1, 10, -2, 0, 0, 8
